NCI-60 one-dose screen, 48 h, at 10 µM unless noted. Numbers give growth in % (100 = growth as untreated, 0 = no growth, -100 = all killed).
SK-MEL-5 = SK-MEL-5 melanoma; AID 1794755; 80,000 tested, 6.4% active
MDA-MB-435 = MDA-MB-435 melanoma; 82,000 tested, 7.8% active; AID 1794794
MALME-3M = MALME-3M melanoma; 78,000 tested, 5.8% active; AID 1794766
SK-MEL-2 = SK-MEL-2 melanoma | 77,000 tested, 4.7% active
UACC-257 = UACC-257 melanoma; 78,000 tested, 4.4% active
SK-MEL-28 = SK-MEL-28 melanoma. 81,000 tested, 4.1% active. AID 1794761
M14 = M14 melanoma; 80,000 tested, 6.2% active
UACC-62 = UACC-62 melanoma | 81,000 tested, 5.4% active | AID 1794756
The depositor's hits bear a star; . = not tested or not shown. Rule for the calls: active = growth percent below 10; inactive = the rest.

Every second line gives: SK-MEL-5, MDA-MB-435, MALME-3M, SK-MEL-2, UACC-257, SK-MEL-28, M14, UACC-62
- Cn1c(=O)c2c(ncn2CC[N+](C)(C)C)n(C)c1=O
  102, 104, 105, 100, 94, 106, 103, 87
- CCOc1ccc(C(C[N+](=O)[O-])Sc2ccccc2N)cc1 (centres undefined)
  41, 3.4*, 68, 99, 59, -36*, -41*, 65
- CC[N+](CC)=c1ccc2nc3c(cc(NCc4ccccc4)c4ccccc43)oc-2c1
  -97*, -99*, ., -80*, -98*, ., -74*, -73*
- COC(=O)CCN(c1ccccc1)c1ccc(C)cc1
  109, 111, 118, 111, 87, 109, 98, 107
- O/N=C/c1ccccc1O
  102, 104, 79, ., ., 106, 107, 93
- CCN(CC)CC(O)COc1ccccc1 (centres undefined)
  109, 97, 109, 120, 105, 120, 104, 97
- COc1c(F)ccc(C(=O)Nc2ccc3nc(NC(=O)C4CCCN(S(=O)(=O)c5ccc(Cl)cc5)C4)sc3c2)c1F (centres undefined)
  72, 101, 91, 88, 82, 89, 76, 67
- c1ccc(Cn2cc(CCc3ccncc3)c3ccccc32)cc1
  33, ., 90, 98, 94, 105, 109, 80
- O=C1C2=C(Nc3ccccc3N2)OC1c1ccc2c(c1)OCO2 (centres undefined)
  92, 106, 105, 102, 102, 110, 105, 97
- CCCC(C)(C)COC(=O)c1cccc(N)c1
  102, 111, 92, 88, 83, 117, 99, 97
- Cc1cccc(C(=O)N2C(=O)[C@]3(c4ccccc42)[C@@H](c2ccc(F)cc2)[C@H](C(=O)c2ccc(O)cc2)[C@@H]2CCCN23)c1
  90, 69, 82, 102, 90, 96, 76, 70
- CCOc1c(F)ccc2c(NC)nc(SCC)nc12
  98, 100, 125, 108, 114, 97, 107, 84
- COc1ccc(NC(=O)c2ccc(/C=C/C(=O)c3ncc[nH]3)cc2)cc1
  ., 67, 95, 98, 98, 102, 87, 78
- COc1ccc(/C=C/C(=O)c2ccc(OC)c(OC)c2)cc1O
  77, 75, 91, 100, 97, 101, 98, 87
- O=c1c2ccccc2[nH]c2ccccc12
  99, 113, 145, 115, 116, 126, 111, 97
- O=C(Nc1ccccc1Cl)OCCN1CCOCC1
  108, 107, 114, 97, 105, 110, 91, 101
- COCCOCCOCc1cc2c(cc1Br)OCO2
  104, 112, 100, 95, 104, 101, 102, 96
- O=C(Cn1ccnc1)Nc1cccc2cccnc12
  102, 101, ., 113, 104, 104, 101, 107
- COc1ccc(-c2c(-c3cc(OC)c(OC)c(OC)c3)nc3sc(C4CC4)nn23)cc1OC
  53, 52, 78, 58, 62, 53, 54, 28
- COc1cc(C(=O)N2N=C(c3ccc(S(C)(=O)=O)cc3)CC2c2ccco2)cc(OC)c1OC (centres undefined)
  40, 6.7*, 62, 59, 81, 89, 65, 29
- Nc1nc2cc(O)ccc2n2cc3c(F)cccc3c12
  14, -8.3*, 33, ., 51, 20, 23, 39
- Cc1ccccc1Cc1nccc2c1[nH]c1ccccc12
  96, 104, 117, 145, 96, 109, 102, 69
- COc1ccccc1NC(=O)N/N=c1\cc(C)c2ccc(O)cc2o1
  101, 115, 107, 102, 89, 94, 96, 83
- CCOC(=O)c1c(/N=N/N2CCCC2)[nH]c2cnccc12
  98, 101, 100, 95, 162, ., 98, 102
- O=S(=O)(O)c1ccc2cc(O)c(O)cc2c1
  106, 111, 94, 122, 105, 118, 128, 93
- O=C1c2ccccc2C(=O)N1OCc1ccccc1
  110, 110, 98, 97, 122, 113, 108, 108
- O=C(CCCCCCN1CC(=O)N2[C@@H](C3CC3)c3[nH]c4ccccc4c3C[C@H]2C1=O)NO
  44, 40, 10, 77, 42, 32, 60, 32
- CC12CCC3C4(C)COC(c5cccs5)OC4CCC3(C)C1CC(C1=CCOC1=O)O2 (centres undefined)
  99, 103, 96, 100, 101, 103, 98, 95
- N#CCN(CC#N)C1CCCCC1
  105, 114, 129, 102, 103, 103, 98, 98
- CCCCCCCCN(CCCCCCCC)CCCCCCCC
  ., 104, 153, 110, 105, 112, 103, 105

Laid out differently: results already given
SMILES	SK-MEL-5	MDA-MB-435	MALME-3M	SK-MEL-2	UACC-257	SK-MEL-28	M14	UACC-62
CCCCCCCCN(CCCCCCCC)CCCCCCCC	.	104	153	110	105	112	103	105
CC[N+](CC)=c1ccc2nc3c(cc(NCc4ccccc4)c4ccccc43)oc-2c1	-97*	-99*	.	-80*	-98*	.	-74*	-73*
Cc1ccccc1Cc1nccc2c1[nH]c1ccccc12	96	104	117	145	96	109	102	69
Cn1c(=O)c2c(ncn2CC[N+](C)(C)C)n(C)c1=O	102	104	105	100	94	106	103	87

Compounds listed so far containing a carbonyl joined to an NH by a bond outside any ring (6):
Every second line gives: SK-MEL-5, MDA-MB-435, MALME-3M, SK-MEL-2, UACC-257, SK-MEL-28, M14, UACC-62
- COc1c(F)ccc(C(=O)Nc2ccc3nc(NC(=O)C4CCCN(S(=O)(=O)c5ccc(Cl)cc5)C4)sc3c2)c1F (centres undefined)
  72, 101, 91, 88, 82, 89, 76, 67
- COc1ccc(NC(=O)c2ccc(/C=C/C(=O)c3ncc[nH]3)cc2)cc1
  ., 67, 95, 98, 98, 102, 87, 78
- O=C(Nc1ccccc1Cl)OCCN1CCOCC1
  108, 107, 114, 97, 105, 110, 91, 101
- O=C(Cn1ccnc1)Nc1cccc2cccnc12
  102, 101, ., 113, 104, 104, 101, 107
- COc1ccccc1NC(=O)N/N=c1\cc(C)c2ccc(O)cc2o1
  101, 115, 107, 102, 89, 94, 96, 83
- O=C(CCCCCCN1CC(=O)N2[C@@H](C3CC3)c3[nH]c4ccccc4c3C[C@H]2C1=O)NO
  44, 40, 10, 77, 42, 32, 60, 32

Next section
Every second line gives: SK-MEL-5, MDA-MB-435, MALME-3M, SK-MEL-2, UACC-257, SK-MEL-28, M14, UACC-62
- COc1cc(-c2nn(-c3cccc(NC(=O)c4ccccc4)c3)cc2-c2ccncc2)ccc1Cl
  -49*, -58*, 22, -43*, 8.6*, 34, -3.8*, 33
- COc1ccc(-c2nnc(CN3C=NC4C(N5CCOCC5)=NC=NC43)o2)cc1 (centres undefined)
  ., 100, 109, 101, 116, 105, 103, 95
- COc1ccc(N2C(=O)C(c3ccccc3)(c3ccccc3)C2c2ccccc2OC(=O)C(c2ccccc2)c2ccccc2)cc1 (centres undefined)
  105, 107, 94, 84, 93, 108, 88, 97
- Cc1ccc(-c2csc3nc(C)c(CCNc4ccc(S(=O)(=O)N=C(N)N)cc4)c(=O)n23)cc1
  92, 94, 117, 112, 102, 102, 106, 94
- CC1(C)Oc2cc3oc(=O)ccc3cc2C[C@@H]1OCCOS(=O)(=O)c1ccccc1
  93, 99, 99, 92, 100, 106, 107, 84
- COc1ccc2cc(C(=O)c3ccccc3)c(=O)oc2c1
  ., 95, 97, ., 99, 96, 106, 95
- COc1ccc(-c2c(-c3cc(OC)c4c(c3)OCO4)noc2N)cc1
  -54*, -39*, 54, 53, 75, 59, 12, 33
- Cc1nnc2c3nnnn3c3ccccc3n12
  101, 101, 99, 112, 107, 103, 100, 100
- Cc1nn(-c2ccccc2)c(Cl)c1/C=C1\N=C(c2ccccc2)N(C(=O)c2ccc(Cl)cc2)NC1=O
  67, 77, 82, ., 89, 101, 91, 83
- O=c1[nH]c2cc(Cl)ccc2nc1/C(=N\O)C(O)c1ccc([N+](=O)[O-])cc1 (centres undefined)
  105, 107, 96, 99, 119, 112, 99, 106
- CCOC(=O)n1cc(C2=C(c3cn(C)c4ccccc34)COC2=O)c2ccccc21
  -7.1*, -22*, 37, 58, 55, 48, 20, 26
- Cc1ccc(S(=O)(=O)N(C)CCCCCC(=O)O)cc1
  105, 105, 98, 100, 98, 105, 95, 106
- COc1ccc(/C(C)=C(\c2ccc(Cl)cc2)c2ccc(OCCCN(C)C)cc2)cc1
  38, 39, 65, 90, 89, 75, 37, 84
- CC(=O)O[C@H]1CC[C@]2(C)[C@H]3CC=C4[C@@H]5CC(C)(C)CC[C@]5(C(=O)NCCNCCNCCN)CC[C@@]4(C)[C@]3(C)CC[C@H]2C1(C)C
  91, 9.1*, 74, 97, 93, 93, 24, 94
- COc1ccc(C2=Nn3c(nnc3-c3cc(Cl)cc(Cl)c3Cl)SC2)cc1
  -13*, -47*, 37, 22, 37, 48, -45*, 41
- CC(=O)Nc1cc(-c2ccccc2)ccc1O
  103, 106, 78, 109, 79, 98, 99, 94
- COC(=O)C(CSCc1ccccc1)NC(=O)CCNC(=O)OCc1ccccc1 (centres undefined)
  99, 99, 108, 112, 89, 102, 102, 104
- Cc1ccc(C(=O)Nc2ccc(CN3CCN(C)CC3)c(C(F)(F)F)c2)cc1
  93, 97, 85, 97, 101, 102, 96, 94
- CCC/C=C(\CC)C(=O)OCC1CC=CCC1C (centres undefined)
  101, 108, 102, 107, 97, 119, 104, 101
- CCCCOC(=O)c1ccco1
  103, 105, 90, 111, 117, 112, 106, 101
- O=C1CC(c2ccccc2)=NN1c1ccccc1
  109, 106, 117, 125, 89, 111, 109, 81
- CNC(=O)c1cc(Oc2ccc3c(c2)sc2nc(-c4ccc(OC)cc4)cn23)ccn1
  20, 5.2*, 68, 44, 47, 68, 58, 40
- CC(C)CNC(=O)/C=C\C(=O)O
  130, 105, 127, 96, 62, 121, 102, 108
- Cc1ccc(NC(=O)c2nc(S(C)=O)oc2-c2ccc(F)cc2)cc1Nc1nccc(-c2cccnc2)n1 (centres undefined)
  68, 82, 35, ., 87, 77, 55, 65
- COc1cc(/C=C2\C(=O)N(CCCCn3c4ccccc4c(=O)c4ccccc43)c3ccccc32)cc(OC)c1O
  55, 6.2*, 66, 27, 82, 69, 52, 38
- Cn1c2ccccc2c2c3c(c4c5ccccc5n(CCCCCC#N)c4c21)C(=O)N(O)C3=O
  -80*, 21, 29, 34, 16, 6.7*, 1.4*, -18*
- O=C(/C=C/c1cc2ccccc2[nH]c1=O)c1ccc2c(c1)OCO2
  96, 96, 78, ., 94, 99, 87, 91
- COc1cccc(-c2nc3sccn3c2-c2ccnc(NCCCNS(=O)(=O)c3cccc4ccccc34)c2)c1
  45, 77, 103, 82, 109, 96, 74, 43
- O=C1Nc2ccc(Br)cc2/C1=N/c1nc(-c2ccccc2)cs1
  78, 98, 101, 88, 78, 95, 88, 81
- CC1=CCC(=O)O1
  97, 105, 89, 113, 99, 106, 109, 95

(further entries)
Every second line gives: SK-MEL-5, MDA-MB-435, MALME-3M, SK-MEL-2, UACC-257, SK-MEL-28, M14, UACC-62
- CC1=C(/C=C/C(C)=C/C=C/C(C)=C/C(=O)Nc2ccc(O)cc2)C(C)(C)CCC1
  44, 32, 76, 79, 77, 62, 53, 22
- O=C(CC(=O)Nc1ccc(Oc2ncnc3scc(Nc4n[nH]c(=S)s4)c23)cc1)Nc1ccc(F)cc1
  95, 102, 104, 95, 102, 109, 107, 69
- COc1cc2c(cc1OC)N(CCO)C1=C(C(=O)OC1)C2c1cccc(Cl)c1 (centres undefined)
  97, 52, ., ., 99, 105, 96, 86
- CC(N)c1ccccc1 (centres undefined)
  104, 103, 119, 93, 115, 116, 109, 94
- CC(=O)NC(=O)Nc1ccccc1
  102, 100, 96, 98, 103, 115, 107, 107
- C=C(C)[C@@H]1CC=C2c3sc(-c4ccc(O)c(O)c4)nc3C[C@@H](C)[C@]2(C)C1
  90, 53, 88, 109, 108, 82, 73, 71
- N#CC(c1ccccc1)C(Cc1ccccc1)c1ccccc1 (centres undefined)
  113, 103, 113, 97, ., 122, 102, 111
- CC/C(=N\N=C(/CC)c1cccs1)c1cccs1
  100, 104, ., 103, 116, 116, 106, 94
- O=C(C(/C=N/C(=S)NCc1ccccc1)=C(/O)c1ccccc1)c1ccccc1
  101, 101, ., 105, 99, 106, 94, 100
- CCOC(=O)c1c(NC(=O)CSc2nnc(Cc3ccccc3Nc3c(Cl)cccc3Cl)n2-c2ccccc2)sc(C)c1C
  97, 95, 100, 98, 112, 95, 89, 61
- COc1c(N2CCNC(C)C2)c(F)cc2c(=O)c(C(=O)Oc3ccc(-c4cssc4=S)cc3)cn(C3CC3)c12 (centres undefined)
  104, 102, 91, 110, 101, 104, 106, 113
- NC(N)=N/N=C/c1ccccn1
  101, 104, 112, 104, 111, 105, 109, 107
- C=C(C)[C@@H]1CC[C@]2(CO)CC[C@]3(C)[C@H](CC[C@@H]4[C@@]5(C)CCCNC(C)(C)[C@@H]5CC[C@]43C)[C@@H]12
  -82*, 14, -65*, 79, -8.7*, -65*, -50*, 43
- Cc1c(O)ccc(=O)n1O
  102, 87, 90, 93, 127, 125, 88, 104
- CC(N)CCCC(C)(C)O (centres undefined)
  95, 101, 106, 141, ., 113, 105, 106

Single entries from the entries so far:
Reading of `COc1cc2c(cc1OC)N(CCO)C1=C(C(=O)OC1)C2c1cccc(Cl)c1` (centres undefined) in UACC-62: 86
Reading of `CC(N)CCCC(C)(C)O` (centres undefined) in SK-MEL-5: 95
Reading of `N#CC(c1ccccc1)C(Cc1ccccc1)c1ccccc1` (centres undefined) in UACC-62: 111
Reading of `O=C(C(/C=N/C(=S)NCc1ccccc1)=C(/O)c1ccccc1)c1ccccc1` in SK-MEL-2: 105
Reading of `CC(N)c1ccccc1` (centres undefined) in UACC-62: 94
Reading of `CC(=O)NC(=O)Nc1ccccc1` in SK-MEL-5: 102
Reading of `CCOC(=O)c1c(NC(=O)CSc2nnc(Cc3ccccc3Nc3c(Cl)cccc3Cl)n2-c2ccccc2)sc(C)c1C` in UACC-257: 112

Assay outcomes: PubChem BioAssay, NCI

Outcome played no part in choosing rows. About 11% of those tested had a hit in this group.
